EWS-Fli inh = blocks EWS/Fli oncoprotein-driven transcription; A673 NR0B1-luciferase reporter, viability-normalised; inhibition, % at 12.6 µM; hit rate 0.67% among 350,000; AID 651661;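 active = mean inhibition of at least 50% after viability correction, with every replicate also passing that limit; inconclusive = mean reaches 50% but only one of two replicates passes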;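 note: firefly luciferase signal divided by Alamar Blue viability fluorescence both relative to DMSO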
PAX8 inh HTS = lowers PAX8-driven luciferase in RMG-I cells | RMG-I TPO-luciferase reporter, SteadyGlo, 24 h | inhibition, % at 12.6 µM | hit rate 1.2% among 360,000 | AID 652154;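 active = mean replicate inhibition at least 60% with every replicate also reaching 60%; inconclusive = only one of the two criteria is met; inactive = mean below 60% and not all replicates reaching 60%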;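 note: luciferase light reporting Pax8 driven TPO promoter activity; plate controls were median of neutral control wells for no effect and mitoxantrone controls for full effect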
ERAP1 inh = blocks human ERAP1 aminopeptidase activity. recombinant ERAP1, Leu-AMC fluorescence, 60 min. inhibition, % at 10.7 µM. hit rate 0.15% among 340,000. AID 652197;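 active = mean replicate inhibition of at least 30%, or all replicates individually reaching that 30% level; inactive = mean below 30% and not every replicate reaching it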;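 note: 0% = neutral control wells and 100% = L-leucinethiol positive control wells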
Target sequence (Q9NZ08 whole entry, looked up): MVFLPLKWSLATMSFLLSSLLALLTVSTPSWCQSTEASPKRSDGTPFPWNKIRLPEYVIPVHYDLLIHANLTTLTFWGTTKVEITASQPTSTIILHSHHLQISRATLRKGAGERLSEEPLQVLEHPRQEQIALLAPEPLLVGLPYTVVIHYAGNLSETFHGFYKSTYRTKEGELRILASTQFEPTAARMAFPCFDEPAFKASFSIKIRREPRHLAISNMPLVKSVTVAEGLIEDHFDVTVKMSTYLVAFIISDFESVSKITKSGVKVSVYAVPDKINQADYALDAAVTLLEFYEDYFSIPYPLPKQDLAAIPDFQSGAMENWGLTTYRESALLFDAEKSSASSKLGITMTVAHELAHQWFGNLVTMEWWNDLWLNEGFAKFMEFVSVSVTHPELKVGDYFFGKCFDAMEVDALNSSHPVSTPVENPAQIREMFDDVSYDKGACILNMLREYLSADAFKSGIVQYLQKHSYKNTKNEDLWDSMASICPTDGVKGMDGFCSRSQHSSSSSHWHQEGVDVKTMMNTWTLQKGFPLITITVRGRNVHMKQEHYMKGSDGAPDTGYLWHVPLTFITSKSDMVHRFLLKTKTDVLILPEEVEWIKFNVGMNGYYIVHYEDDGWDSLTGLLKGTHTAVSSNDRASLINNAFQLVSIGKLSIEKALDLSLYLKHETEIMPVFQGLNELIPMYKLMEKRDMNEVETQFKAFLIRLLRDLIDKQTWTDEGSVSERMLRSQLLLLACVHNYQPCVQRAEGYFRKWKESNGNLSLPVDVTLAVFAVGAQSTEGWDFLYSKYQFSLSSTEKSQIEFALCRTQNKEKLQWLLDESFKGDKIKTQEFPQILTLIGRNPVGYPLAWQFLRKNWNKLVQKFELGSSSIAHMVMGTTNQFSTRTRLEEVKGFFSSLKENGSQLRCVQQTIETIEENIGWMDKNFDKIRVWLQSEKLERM
LGR2 antag = Drosophila LGR2 receptor signaling inhibition | HEK293 LGR2, CRE-luciferase, bursicon-stimulated, 4 h | inhibition, % at 9.99 µM | hit rate 0.35% among 380,000;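 active = drop in luminescence signal, shown as inhibition above about 50% in the replicate tests, limit read from the data, passing the limit was not always enough; inconclusive = probably only some replicates passing the limit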;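 note: agonist challenge used bursicon conditioned medium at about half maximal strength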
FN deposit inh = fibronectin deposition inhibition; AH1F fibroblasts, Alexa488-fibronectin deposition fluorescence, overnight; hit rate 0.086% among 350,000; inhibition, % at 12.6 µM;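 active = mean inhibition across replicates of 30% or more, regardless of how many single replicates reach that level; inconclusive = mean under 30% yet at least half of replicates reach 30%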;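 note: positive control wells lacked labelled fibronectin entirely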
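Measured by – fluorescence 485/525 nm · System – AH1F fibroblast monolayer, labelled fibronectin deposition · Amount – 10000 cells per well · Buffer or medium – serum-reduced DMEM (2% serum) · Doses – single dose, pinned · Also added – fluorescent fibronectin at 24 nM final · Schedule – 1 h cell attachment, overnight exposure to compound and label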
PGC1a acetyl inh = lowers PGC1a acetylation signal in U2OS cells; AlphaScreen anti-acetyl-lysine; with virally co-expressed GCN5 acetyltransferase; inhibition, % at 15.6 µM; hit rate 0.17% among 350,000;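 active = every replicate shows inhibition of at least 40%; inconclusive = mean inhibition at least 40% but some replicate below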;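 note: 0% = neutral control wells and 100% = positive control wells; some results beyond the cut were filed as inactive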
PglD DTNB = PglD (C. jejuni) enzyme inhibition; purified PglD enzyme, DTNB colorimetric CoA detection; inhibition, % at 12.5 µM; hit rate 0.098% among 360,000; AID 602405; in the data active = inhibition above about 16%, passing the limit was not always enough; inconclusive = no clear call, values can overlap the other calls; note: strong numbers were not always called active
S100A4 MyoIIA = S100A4-myosin IIA interaction inhibition. P26447. S100A4/TAMRA-MyoIIA peptide fluorescence polarization. inhibition, % at 10.7 µM. hit rate 0.14% among 360,000;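 active = mean inhibition of at least 70% across replicates, with every replicate also reaching that level; inconclusive = mean inhibition reaches 70% but some replicates fall short; inactive = mean inhibition below 70%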
Target sequence (P26447 whole entry, looked up): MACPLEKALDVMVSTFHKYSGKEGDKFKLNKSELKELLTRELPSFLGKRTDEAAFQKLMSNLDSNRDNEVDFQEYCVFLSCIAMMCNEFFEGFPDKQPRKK
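Compound dosing: one dose per compound; test system: human S100A4 monomer with TAMRA-labelled myosin IIA peptide; probe or stimulus: TAMRA-labelled myosin IIA heavy-chain peptide probe, 5 nM; medium: HEPES buffer with Ca2+, pH 7.2; schedule: 5 min incubation before reading; benchmarks: neutral control DMSO, positive control TFP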
Numbers without * were called inactive; ? = inconclusive; . = not tested or not shown; & = joins results of further samples.

SMILES	EWS-Fli inh	PAX8 inh HTS	ERAP1 inh	LGR2 antag	FN deposit inh	PGC1a acetyl inh	PglD DTNB	S100A4 MyoIIA
CCCC(O)(c1ccc(CC)cc1)C(CN1CCOCC1)c1ccccc1 (centres undefined)	11	29	-5	-15	-6	-32	0	3
COc1cccc(NC(=O)C(OC(=O)c2cnc(C)cn2)c2ccccc2)c1 (centres undefined)	-17	-26	-1	6	-4	8	-2	-6
CC1CCN(S(=O)(=O)c2ccc(C(=O)NCc3cccnc3)cc2)CC1	3	-21	3	29	-7	.	.	-2
C[C@H]1CN([C@@H](C)CO)C(=O)c2cc(NC(=O)Cc3ccccc3)ccc2O[C@H]1CN(C)Cc1ccc(Cl)c(Cl)c1	7	.	3	5	.	9	4	0
C[C@@H]1CN([C@@H](C)CO)C(=O)c2cc(C#CC(C)(C)O)cnc2O[C@@H]1CN(C)Cc1cncnc1	1	.	11	7	-7	11	-4	-5
O=C(CSc1nc(-c2ccccc2)cs1)NCCN1C(=O)CSC1=O	-21	-36	4	13	-8	-5	-2	2
CN(C)C(=O)c1nc2ccc(Cl)cn2c1CNCc1cccc(OC(F)(F)F)c1	9	4	0	13	7	-4	6	6
C[C@@H]1CN([C@H](C)CO)S(=O)(=O)c2ccc(C#Cc3cccc(F)c3)cc2O[C@H]1CN(C)C(=O)CN1CCOCC1	12	.	0	13	10	5	3	6
COc1cc(Cl)c(C)cc1NC(=O)CSC1=NCCS1	8	7	0	0	-1	-1	-8	-6
O=C(Nc1ccccc1F)N1CCCCN2[C@@H](CO)[C@@H](c3ccc(C4=CCCC4)cc3)[C@@H]2C1	5	8	.	7	.	2	-3	.
COc1ccc([C@H]2CC(=O)C=C(c3ccc(C(=O)O)cc3)C2)cc1OC	6	-6	2	-1	8	.	1	2
Cc1cc(=O)[nH]c(SCc2ccccc2)n1	17	20	-3	5	2	.	7	-6
O=C(O)/C=C/C(=O)Nc1ccc(C(=O)c2ccccc2)cc1	-10	-31	-5	11	0	-10	.	3
O=C(N/N=C/c1ccccc1O)C1CC(=O)N(c2ccc(F)cc2)C1 (centres undefined)	6	13	-5	-13	4	-2	-3	-2
O=C(O/N=C1\CCS(=O)(=O)c2sccc21)c1ccc(F)cc1	12	-7	-4	-42	1	.	-13	3
CCOC(=O)c1nn(-c2ccccc2)c(=O)cc1OCC(=O)Nc1cc(C)ccc1C	-4	-5	2	-4	1	-1	-4	-2
O=C(NCc1ccco1)C1CCN(S(=O)(=O)c2cccc([N+](=O)[O-])c2)CC1	3	22	1	-9	4	.	0	5
CNC(=O)COC(=O)/C=C/c1ccco1	5	-3	3	-2	5	.	.	-17
C=C(C)Cn1c2ccc(NC(=O)NCc3ccc(F)cc3)cc2c(=O)n1C	-7	10	8	-23	10	13	-6	9
CCOC(=O)c1[nH]cnc1C(=O)Nc1cccc(Cl)c1	-3	-14	0	3	-6	-9	.	3
O=C(COc1ccc(S(=O)(=O)N2CCOCC2)cc1)NCCc1ccccc1	3	3	-2	-14	8	5	.	-4
CC1CCN(CC(O)COC2CC(C)CCC2C(C)C)CC1 (centres undefined)	-6	26	1	9	2	-1	.	16
Cc1ccc(N(C(=O)c2csnn2)C(C(=O)NCc2ccccc2)c2ccccn2)cc1 (centres undefined)	3	4	1	12	1	.	3	-2
O=C(c1cccc([N+](=O)[O-])c1)N1CCN(c2ncccn2)CC1	-13	23	-11	-6	5	7	0	-2
CCOC(=O)Cn1cc(/C=N/N2C(=O)C3C4C=CC(C4)C3C2=O)c2ccccc21 (centres undefined)	6	1	1	-22	-3	-21	.	3

Later entries.
SMILES	EWS-Fli inh	PAX8 inh HTS	ERAP1 inh	LGR2 antag	FN deposit inh	PGC1a acetyl inh	PglD DTNB	S100A4 MyoIIA
CCc1ccc(CNC(=O)C2CCC(=O)N2C2CCCCC2)cc1 (centres undefined)	.	.	.	-2	-10	1	4	.
CCOc1ccc(NC(=O)CCc2nnc3ccc(N4CCC(C)CC4)nn23)cc1	2	9	1	11	-8	.	-2	-3
Nc1c(Cl)cc(-c2csc(N3CCCC3c3nc4cc(Cl)c(N5CCCCC5)cc4n3CCCO)n2)cc1Cl (centres undefined)	-5	25	0	.	0	.	1	-8
C[C@@H]1CN([C@H](C)CO)C(=O)c2cc(NC(=O)Nc3ccc(C(F)(F)F)cc3)ccc2O[C@@H]1CN(C)Cc1ccc(C(=O)O)cc1	-10	.	0	4	.	0	0	14
Cc1cccc(C)c1NC(=O)CCCCCC1NC(=O)NC1C (centres undefined)	-1	2	0	-7	1	.	4	-3
Cc1ccccc1N1CCN(S(=O)(=O)c2nnc(NC(=O)c3ccco3)s2)CC1	.	5	-3	2	7	-5	-1	1
Cc1ccc(OCC(=O)NCCCNC(=O)c2cccnc2)cc1	7	-8	-1	-5	-6	.	-1	1
CCOC(=O)CN1C(=O)S/C(=C/c2ccc(OC)c([N+](=O)[O-])c2)C1=O	-1	9	-2	7	2	-3	-3	-2
O=C(CCc1ccccc1)Nc1cc(NC(=O)CCc2ccccc2)cc(C(=O)O)c1	-9	-6	1	23	1	.	.	-11
COc1ccc(/C=C/C(=O)N2CCN(c3ccccn3)CC2)cc1	.	-6	-2	-6	-6	.	2	5
CC(C)CC(=O)N1CCN(Cc2ccc(Br)cc2)CC1	-9	7	11	9	-2	.	-3	-1
O=C(CSc1nnc(-c2ccc(Br)cc2)n1CCc1ccccc1)NC1CCS(=O)(=O)C1 (centres undefined)	-15	2	-5	13	22	6	.	-5
O=S(=O)(c1ccc(F)cc1F)N1CCN(CCO)CC1	6	15	0	-1	-13	.	.	-8
Cc1noc(C)c1S(=O)(=O)Nc1ccc2c(c1)C(=O)N([C@@H](C)CO)C[C@H](C)[C@@H](CN(C)CC1CC1)O2	8	-17	8	8	13	4	-3	1
Cc1ccc(C)c(OCCC(=O)OC(C)C(=O)Nc2c(C)n(C)n(-c3ccccc3)c2=O)c1 (centres undefined)	2	13	-1	10	.	.	0	-1
O=C(NC(=S)Nc1ccccc1N1CCOCC1)c1ccccc1F	3	.	-2	17	5	-1	5	0
CC1=CC(C)(C)N2C(=O)C3(C(C#N)=C(N)Oc4cc(O)ccc43)c3c(C)c(C)cc1c32 (centres undefined)	14	.	3	?	.	-7	-2	-3
Cc1ccc(NC(=O)NNC(=O)c2cc3ccccc3cc2O)cc1	.	-9	-4	-15	.	.	7	65
CCCC(=O)N1CCN(c2nc3c(OC)ccc(Cl)c3s2)CC1	.	1	2	0	-8	0	-1	3
CC1(C)CC2(C)OCCN2C(=S)N1 (centres undefined)	2&-1	9&6	1&1	-31&-12	-12	-3	1	-2&-2
Cc1cc(C(=O)N/N=C2/CC(C)CC(C)(C)C2)c(C)o1 (centres undefined)	-6	14	-6	-11	-11	-2	.	-4
Cc1c(COC(=O)NC(C)C)c(COC(=O)NC(C)C)c2n1CS(=O)(=O)C2	6	1	0	1	-4	.	.	-8
COc1ccccc1CNC(=O)c1ccc(Cl)c(S(=O)(=O)N2CCCC2)c1	-9	-8	1	10	3	.	9	11
CCO[C@H]1OC(C(=O)N2CCN(Cc3ccccc3)CC2)=C[C@@H](C)[C@@H]1CCCO	-6	-4	-3	2	-1	-1	6	-5
COc1ccc(-c2cc(C(=O)OCC(=O)N(C)C3CCS(=O)(=O)C3)c3ccccc3n2)cc1OC (centres undefined)	-5	7	5	-25	-3	-2	1	1

Remaining list, next part:
SMILES	EWS-Fli inh	PAX8 inh HTS	ERAP1 inh	LGR2 antag	FN deposit inh	PGC1a acetyl inh	PglD DTNB	S100A4 MyoIIA
C=CCN1C(=O)c2n[nH]c(COC)c2C1c1ccc(F)cc1 (centres undefined)	-5	-17	1	6	-5	.	.	2
CCc1cccc(CC)c1NC(=O)CO/N=C(\N)CC(=O)NC1CCCCC1	10	-10	-1	-5	-6	-1	.	-3
CCCOc1ccc(C(F)(F)F)cc1NC(=O)CN1C(=O)C(=O)N(CC)C1=O	-6	-9	-1	-8	1	.	1	-18
COc1ccc(C2CC(=O)C(c3ccc(Cl)c(Cl)c3)=CN2Cc2ccccc2)cc1 (centres undefined)	5	-16	2	4	-13	.	.	2
Cc1cccc(CNC(=O)Nc2nnc([C@H]3C[C@H](O)[C@@H](CO)O3)s2)c1	-12	-13	2	7	3	-1	-6	-1
N#C/C(=C/c1ccc(-c2ccc(C(=O)O)c(Cl)c2)o1)C(=O)NCC1CCCO1 (centres undefined)	-4	-10	-2	2	7	.	.	0
O=C(Cc1ccccc1Cl)Nc1cc(S(=O)(=O)N2CCOCC2)ccc1N1CCOCC1	10	8	4	-13	3	10	1	1
COc1ccc(OC)c(-n2c(SCC(=O)Nc3cc(C)on3)nnc2-c2c[nH]c3ccccc23)c1	9	29	0	-5	-1	.	-7	0
COCC(=O)N1C[C@@H](C)[C@@H](OC)CN(C)C(=O)c2cc(NS(C)(=O)=O)ccc2OC[C@H]1C	-4	4	3	4	-2	2	2	-4
C/C=C/c1ccc([C@H]2[C@@H](CO)N(C(=O)c3cnccn3)C23CN(C(=O)CC)C3)cc1	-3	.	1	11	.	4	.	-12
Fc1ccccc1NC(=S)Nc1ccc(CN2CCOCC2)cc1	-21	-15	1	13	4	-10	.	-2
O=C(COC(=O)CCc1ccccc1)NCc1ccccc1	-4	-2	4	1	-1	-1	-1	-1
COc1cccc(CNC(=O)c2ccccc2NC(=O)C2=C(C)OCCS2)c1OC	2	6	2	-9	6	-13	0	-4
COc1cc(/C=C2/C(=O)ON=C2C)ccc1OCc1cccc(F)c1	-32	-171	2	-51	.	.	.	-2
Cc1cccn2c(=O)c(C=O)c(N3CCC4(CC3)OCCO4)nc12	-8	-11	1	.	5	7	-3	8
CC(=O)N1CCc2cc(S(=O)(=O)CCC(=O)N(C)c3cc(C)ccc3C)ccc21	-2	-8	-3	1	18	1	6	0
Cc1noc2ncnc(N3CCCC3)c12	-11	-6	-4	-6	4	-5	-1	0
c1ccc(N2CCN(c3nccn4ccnc34)CC2)nc1	-48	-40	-1	-34	3	7	1	-5
COc1ccc(OC)c(-n2c(-c3ccn[nH]3)n[nH]c2=S)c1	-3	-4	13	9	0	0	-2	-4
O=C(N[C@H](Cc1ccccc1)C(=O)N1CCN(C(=O)N2CCOCC2)CC1)[C@H]1O[C@@H](n2ccc(=O)[nH]c2=O)[C@H](O)[C@@H]1O	-13	-13	-2	1	5	.	.	5
CN(C(=O)c1ccccc1C(=O)OCC(=O)Nc1ccccc1)c1ccccc1	0	-2	3	-14	.	-15	-2	-2
c1ccc(N2[C@@H]3c4ccccc4C[C@H]2c2ccccc23)cc1	12	2	0	36	-3	.	.	5
CCCc1nc(N2CCN(C)CC2)c2sc(=S)n(-c3ccccc3)c2n1	7	-22	-1	0	2	.	-4	-1
O=C(COC(=O)CCc1ccc(S(=O)(=O)N2CCOCC2)cc1)NCc1ccc(Cl)cc1	-8	8	1	-10	8	-4	4	0

In a second layout: two of the compounds above.
canonical_smiles: COc1ccc(-c2cc(C(=O)OCC(=O)N(C)C3CCS(=O)(=O)C3)c3ccccc3n2)cc1OC (centres undefined)
- EWS-Fli inh = -5
- PAX8 inh HTS = 7
- ERAP1 inh = 5
- LGR2 antag = -25
- FN deposit inh = -3
- PGC1a acetyl inh = -2
- PglD DTNB = 1
- S100A4 MyoIIA = 1

canonical_smiles: C=CCN1C(=O)c2n[nH]c(COC)c2C1c1ccc(F)cc1 (centres undefined)
- EWS-Fli inh = -5
- PAX8 inh HTS = -17
- ERAP1 inh = 1
- LGR2 antag = 6
- FN deposit inh = -5
- PGC1a acetyl inh = .
- PglD DTNB = .
- S100A4 MyoIIA = 2

Rows are unselected. Share with any hit: about 2.1%.
